Growth percent in the NCI-60 one-dose screen (48 h, 10 µM unless noted): 100 = growth as untreated, 0 = no growth, -100 = all killed.
BT-549 = BT-549 breast cancer. hit rate 4.4% among 78,000. AID 1794793
HS 578T = HS 578T breast cancer; hit rate 4.1% among 78,000
MDA-MB-435 = MDA-MB-435 melanoma. AID 1794794. hit rate 7.8% among 82,000
SK-MEL-5 = SK-MEL-5 melanoma; hit rate 6.4% among 80,000
LOX IMVI = LOX IMVI melanoma | hit rate 7.4% among 79,000 | AID 1794757
T-47D = T-47D breast cancer; hit rate 5% among 79,000; AID 1794792
SK-MEL-2 = SK-MEL-2 melanoma; hit rate 4.7% among 77,000; AID 1794763
SK-MEL-28 = SK-MEL-28 melanoma; hit rate 4.1% among 81,000; AID 1794761
* hit, by the source's call; / = not tested or not shown; & = joins results of further samples; [ ] = another dose, or the depositor's remark. How the source made its calls: active means growth percent below 10; inactive means the rest.

SMILES | BT-549 | HS 578T | MDA-MB-435 | SK-MEL-5 | LOX IMVI | T-47D | SK-MEL-2 | SK-MEL-28
CC1[C@H]2[C@H](C[C@H]3[C@@H]4CC=C5c6sc(Nc7cc(Cl)ccn7)nc6CC[C@]5(C)[C@H]4CC[C@@]32C)O[C@]12CC[C@@H](C)CO2 (some centres undefined) | 73 | 100 | 78 | 60 | 83 | 67 | 65 | 94
O=C1CCCC(=O)O1 | 106 | 101 | 104 | 102 | 96 | 88 | 104 | 99
Cc1cc(C)nc(SCC(=O)Nc2cccc(N=Cc3ccccc3O)c2)n1 | 93 | 97 | 99 | 103 | 103 | / | 114 | 106
Cc1cc(C)c(C)c(C(=O)C(=O)c2ccccc2)c1 | 115 | 101 | 96 | 95 | 98 | 108 | 109 | 102
COc1cc(CC(=O)O)ccc1OC(C)=O | 111 | 117 | 104 | 104 | 101 | 99 | 110 | 103
CC(C)Cc1ccc(C(C)C(=O)NCc2c[nH]c3ccc(Br)cc23)cc1 (centres undefined) | 94 | 90 | 111 | 78 | 93 | 72 | 95 | 103
Cc1c(Cl)cccc1NS(=O)(=O)c1ccccc1 | 105 | 102 | 101 | 97 | 104 | 109 | 132 | 99
Clc1cccnc1Cl | 104 | 117 | 101 | 104 | 101 | 102 | / | 107
CC(=O)Oc1c(Br)cc2c(sc3[nH]c(=O)[nH]c(=O)c32)c1Br | 103 | 93 | 102 | 100 | 96 | 102 | 108 | 109
CN1CCN(c2ccc(Nc3ncc(Cl)c(NC[C@@H]4CCCO4)n3)cc2)CC1 | 33 | 7.0* | 44 | 31 | 8.9* | 62 | / | 51
C=CCOc1ccccc1/C=N/N=C1\SCC(=O)N1c1c(C)n(C)n(-c2ccccc2)c1=O | / | 98 | 105 | / | 106 | 97 | 104 | 113
CC(=O)/C=C/C1=C(C)CCCC1(C)C | 88 | 114 | 102 | 102 | 105 | 88 | 104 | 107
Cc1c(C(N)=O)sc2c1c(=O)n(Cc1ccccc1)c1nnc(Nc3ccccc3)n21 | 123 | / | 103 | 105 | 94 | 89 | 103 | 109
COC(=O)CCOc1ccccc1 | 92 | 195 | 109 | 96 | 91 | 103 | 84 | 123
Nc1ccc(C(=O)O)cc1N | 124 | 93 | 99 | 101 | 94 | 113 | 94 | 119
CC(=O)Oc1ccc(/C=C/C(=O)O)cc1 | 113 | 107 | 109 | 104 | 101 | 105 | 92 | 115
Cc1cc(NC(=O)Nc2cccc(Cl)c2Cl)ccc1-n1ccc2c(NC(=O)c3ccccc3)nccc21 | 109 | / | 96 | 106 | 101 | 100 | 117 | 107
COc1ccc(C#N)cc1OC | / | 110 | 119 | 99 | 100 | 115 | 116 | 109
Cn1ncc2c1NC(=O)CC2c1cccnc1 (centres undefined) | 99 | 109 | 105 | 101 | 100 | 97 | 118 | 112
COc1ccc2nc(SCC(=O)Nc3ccccc3)[nH]c2c1 | 88 | 90 | 91 | 91 | 93 | 66 | 88 | 99
CC(=O)OC[C@]12CC[C@@H]([C@@H](C)C(N)=O)[C@@H]1[C@H]1CC[C@@H]3[C@@]4(C)CC[C@H](OC(C)=O)C(C)(C)[C@@H]4CC[C@@]3(C)[C@]1(C)CC2 | -55*[100 µM] | -33*[100 µM] | -64*[100 µM] | -72*[100 µM] | -86*[100 µM] | -8.8*[100 µM] | -78*[100 µM] | -73*[100 µM]
CC(=O)NC(C)c1ccccc1 (centres undefined) | / | 92 | 106 | 107 | 103 | 100 | / | 107
CC(C)C(NC(=O)[C@H](C(C)C)N1C(=O)c2ccccc2C1=O)C(=O)O (some centres undefined) | 100 | 118 | 110 | 103 | 96 | 94 | 86 | 110
O=c1[nH]c(C(F)(F)C(F)(F)C(F)(F)F)no1 | 113 | 109 | 98 | 111 | 100 | 100 | 108 | 115
O=C(CSc1nnc(COc2cnc3ccccc3n2)o1)Nc1cccc(Cl)c1 | 98 | 110 | 102 | 99 | 92 | 110 | 116 | 102
COc1ccc(-c2ccc(-c3ccccc3N)c3[nH]c4ccccc4c23)cc1 | 88 | 90 | 105 | 80 | 81 | 63 | 79 | 106
Cc1cc(O)c(C2=NN(c3ccc(S(N)(=O)=O)cc3)C(/C=C/c3ccccc3)C2)cc1Cl (centres undefined) | 52 | 39 | 47 | 19 | 18 | 26 | 34 | 24
C=C(C)CSC(=S)NNc1ccccc1 | 101 | 112 | 104 | 107 | 104 | 87 | 96 | 108
O=C(O)c1ccc(-c2nn(-c3ccc(C(=O)O)cc3)cc2/C=N/Nc2ccccc2F)cc1 | 95 | 96 | 95 | 97 | 76 | 76 | 107 | 108
O=C1OC(=O)C2C3C=CC(C3)C12 (centres undefined) | 105&111&106 | 106&131 | 111&113&103 | 99&105&98 | 104&102&107 | 98&107&103 | 107&97&140 | 119&148&98
O=C(c1ccc(Cl)cc1)C(Nc1ccccc1)c1ccc(Cl)cc1 (centres undefined) | 98 | 100 | 103 | 97 | 87 | 76 | 82 | 103
O=C(O)C(=O)c1ccc(O)cc1O | 94 | 106 | 118 | 97 | 91 | 103 | 102 | 109
CCOC(=O)c1ccccc1C(=O)c1ccccc1 | 117 | 107 | 98 | 113 | 108 | 98 | 109 | 118
CCOc1ccc(-c2nc(NC(=O)c3cccc(S(C)(=O)=O)c3)sc2C)cc1 | 96 | 93 | 100 | 79 | / | 81 | 95 | 102
COc1cccc(C(=O)Nc2ccc(-c3nc4ccccc4[nH]3)cc2)c1 | 89 | 95 | 92 | 98 | 90 | 84 | 86 | 94
CC1=NC=N/C1=C\c1sc(=S)n(CC(=O)O)c1O | 106 | 106 | 102 | 111 | 100 | 109 | 125 | 104
N#Cc1cc(C#N)nc(Cl)n1 | 91 | 105 | 113 | 104 | 98 | 104 | 114 | 102
O=C(O)CCCC(=O)O | 118 | 110 | 107 | 102 | 95 | 128 | 106 | 102
Cc1ccc2cccnc2c1NCCCCCNC(C)C | 95 | 109 | 102 | 104 | 100 | 93 | 87 | 105
Cc1nc2c(=O)[nH]c(SCC(=O)Nc3cccc(Cl)c3)nc2[nH]c1=O | 111 | 106 | 106 | 100 | 101 | 99 | 112 | 106
C[n+]1cccc(C(=O)NN)c1 | 108 | 98 | 104 | 104 | 99 | 95 | 97 | 108
Cc1ncc(C(O)c2ccc(N(C)C)cc2)n1Cc1ccccc1 (centres undefined) | 116 | 103 | 108 | 103 | 91 | 86 | 127 | 99
CCOC(=O)C1=C(C)NC(C)=C(C(=O)OCC)C1c1ccccc1Cl | 110 | 89 | 89 | 88 | 102 | 81 | 90 | 102
CCN(CC)C(=O)C(c1ccccc1)C(O)(c1ccccc1)c1ccccc1 (centres undefined) | 108 | 97 | 77 | 100 | 85 | 86 | 108 | 109
C#CC[C@@H]1C[C@]2(C)[C@H]3CC[C@@H]4[C@H]5[C@H](C(=C)C)CC[C@]5(C(=O)O)CC[C@@]4(C)[C@]3(C)CC[C@H]2C(C)(C)[C@H]1O | 29 | 33 | 69 | 75 | 44 | 51 | 80 | 92
c1ccc2cc(OCCOCCOc3ccc4ccccc4c3)ccc2c1 | 42 | 97 | 98 | 98 | 97 | 102 | 112 | 108
COc1ccc(/C(=C\c2ccc3c(c2)OCO3)C(=O)Nc2nc3ccc(F)cc3s2)cc1OC | 97 | 104 | 100 | 104 | 101 | 101 | 96 | 102
Cc1cccc(-c2cc(O)c(C(=O)Nc3ccccc3)s2)c1 | 104 | 95 | 83 | 94 | 109 | 88 | 105 | 90
Cc1ccccc1-c1cc(Cc2ccccc2O)c(=O)[nH]n1 | 112 | 104 | 109 | 95 | 100 | 200 | / | 131
c1cc(-c2nc3ccccc3n3cccc23)cc(-c2nc3ccccc3n3cccc23)c1 | 104 | 109 | 102 | 109 | 106 | 112 | 94 | 126
Cc1nnc(/N=C2\NC(=O)/C(=C/c3ccc(Cl)cc3Cl)S2)s1 | 97 | 99 | 86 | 93 | 89 | 80 | 91 | 102
O=C1NC(=O)[C@H](CC(=O)n2cnc3ccccc32)N1 | 100 | 102 | 104 | 99 | 90 | 99 | 105 | 112
CSc1c2c([nH]c(=O)c1C#N)-c1ccccc1CC2 | 105 | 112 | 103 | 98 | 97 | 94 | 108 | 104
COc1ccc(-c2cc(-c3ccccc3)nc(-c3cccc([N+](=O)[O-])c3)c2)cc1 | 113 | 104 | 94 | 86 | 96 | 110 | 113 | 110
CNC(=O)OCC1CC=CCC1 (centres undefined) | 134 | 138 | 114 | 104 | 93 | 97 | 124 | 106
NNc1nnc(NN)c2ccccc12 | / | 117 | / | 102 | 106 | 106 | 101 | 112
CC(C)(C)c1ccc(NCc2cn(-c3ccc(C(=O)O)cc3)nc2-c2ccccc2)cc1 | 102 | 90 | 93 | 90 | 90 | 102 | 91 | 91
Nc1cccc(-c2nc3sccn3c2-c2ccnc(NCCNS(=O)(=O)c3ccc(Cl)cc3)n2)c1 | 100 | 91 | 88 | 88 | 95 | 73 | 113 | 112
O=C(CSc1nc2ccccc2c(=O)[nH]1)NNC(=O)c1ccccc1 | 127 | 89 | 100 | 103 | 98 | 96 | 109 | 136
COc1c(N2CCNC(C)C2)c(F)cc2c(=O)c(C(=O)O)cn(C3CC3)c12 (centres undefined) | 107 | 91 | 98 | / | 88 | 97 | 113 | 106

Quoted from the results shown, 2 compounds:
SMILES | BT-549 | HS 578T | MDA-MB-435 | SK-MEL-5 | LOX IMVI | T-47D | SK-MEL-2 | SK-MEL-28
Cc1cccc(-c2cc(O)c(C(=O)Nc3ccccc3)s2)c1 | 104 | 95 | 83 | 94 | 109 | 88 | 105 | 90
Cc1ccccc1-c1cc(Cc2ccccc2O)c(=O)[nH]n1 | 112 | 104 | 109 | 95 | 100 | 200 | / | 131

Later entries:
SMILES | BT-549 | HS 578T | MDA-MB-435 | SK-MEL-5 | LOX IMVI | T-47D | SK-MEL-2 | SK-MEL-28
CCOc1ccc(-c2nnc(C3CC(NC(=O)c4cccc5nccnc45)C3)n2-c2ccccc2F)nc1 (centres undefined) | 88 | 111 | 102 | 92 | 98 | 85 | 100 | 103
CC(=O)CC(=O)Nc1ccc(C)cc1C | 85 | / | 102 | 119 | / | 116 | 92 | 106
COCC(C)OC(=O)COc1ccccc1 (centres undefined) | 102 | 98 | 117 | 102 | 101 | / | 110 | 101
C=CCOc1ccc(/C=C/C(=O)c2c(O)c(OC)c(OC)c(OC)c2OC)cc1 | 106 | / | 103 | 67 | 92 | 79 | 107 | 106
CCSc1nc(N)c2c(-c3ccc(OC)cc3)c3c(nc2n1)C(C)CCC3 (centres undefined) | 115 | 64 | 116 | 89 | 94 | 59 | 108 | 95
CC(C)Sc1ncnc2[nH]ncc12 | 98 | / | 127 | 108 | 104 | 110 | 101 | 110
O=C(CC(=O)C(F)(F)F)c1ccc2ccccc2c1 | / | 92 | 104 | 105 | 103 | 94 | 95 | 119
Nc1[nH]nc2nc(-c3ccccc3)n3c4ccccc4nc3c12 | 105 | 106 | 99 | 93 | 100 | 90 | 99 | 117
COc1ccc(/C=C/C(=O)Nc2cc(/C=C\c3cc(OC)c(OC)c(OC)c3)cc(OC)c2OC)cc1OC | 8.9* | 29 | -35* | -59* | 28 | 6.4* | 20 | 40
O=C(N/N=C/c1ccc(Cl)cc1Cl)c1ccccc1SSc1ccccc1C(=O)N/N=C/c1ccc(Cl)cc1Cl | 99 | 98 | 105 | 97 | 98 | 95 | 112 | 103
CCCCC(C(C)=O)C(=O)OCC (centres undefined) | / | 125 | 115 | 110 | 109 | 112 | 109 | 112
CCCCCCCC/C=C\CCCCCCCCOc1ccccc1CC(=O)NCC[N+]1(C)CCCCC1 | 48 | 77 | 42 | 87 | 76 | 60 | 88 | 84
COc1c2c(cc3occc13)O/C(=C\c1ccccc1)C2=O | 108 | 127 | 109 | 131 | 93 | 102 | 133 | 113
O=C(O)c1ccccc1C(=O)c1ccc2oc(=O)[nH]c2c1 | 107 | 109 | 116 | 102 | 102 | 101 | 103 | 111
CCC(=O)OC1=CN2C(=NC(c3ccc(N)cc3)=CC2c2cc(OC)c(OC)c(OC)c2)S1 (centres undefined) | 27 | 49 | 23 | 67 | 45 | 58 | 64 | 51
CC(C)(C)C(=O)OC[C@H]1O[C@@H](n2c(=O)cc(N)[nH]c2=O)[C@H](O)[C@@H]1O | 106 | 101 | 96 | 99 | 99 | 99 | 107 | 99
Cc1cccc2c1O/C(=C\c1ccc([N+](=O)[O-])o1)C2=O | -68* | -23* | -53* | -84* | -84* | -26* | -63* | -57*
Cc1ccc(C)c2c1CCCC2=O | 108 | 109 | 103 | 101 | 105 | 93 | 100 | 99
O=c1cc[nH]c2c(Cl)c3nnn(OCc4ccccc4)c3cc12 | 141 | 117 | 104 | 98 | 100 | 90 | 102 | 119

In another format: results already given.
| compound | BT-549 | HS 578T | MDA-MB-435 | SK-MEL-5 | LOX IMVI | T-47D | SK-MEL-2 | SK-MEL-28 |
| --- | --- | --- | --- | --- | --- | --- | --- | --- |
| Cc1cccc2c1O/C(=C\c1ccc([N+](=O)[O-])o1)C2=O | -68* | -23* | -53* | -84* | -84* | -26* | -63* | -57* |
| Cc1ccc(C)c2c1CCCC2=O | 108 | 109 | 103 | 101 | 105 | 93 | 100 | 99 |

A different layout for some results above:
Every second line gives: BT-549 | HS 578T | MDA-MB-435 | SK-MEL-5 | LOX IMVI | T-47D | SK-MEL-2 | SK-MEL-28
> CC(C)(C)C(=O)OC[C@H]1O[C@@H](n2c(=O)cc(N)[nH]c2=O)[C@H](O)[C@@H]1O
    106 | 101 | 96 | 99 | 99 | 99 | 107 | 99
> Cc1cccc2c1O/C(=C\c1ccc([N+](=O)[O-])o1)C2=O
    -68* | -23* | -53* | -84* | -84* | -26* | -63* | -57*
> Cc1ccc(C)c2c1CCCC2=O
    108 | 109 | 103 | 101 | 105 | 93 | 100 | 99
> O=c1cc[nH]c2c(Cl)c3nnn(OCc4ccccc4)c3cc12
    141 | 117 | 104 | 98 | 100 | 90 | 102 | 119

Source: PubChem BioAssay
